Source: PubChem BioAssay (several laboratories)
CHT PAM: allosterically activates the human high affinity choline transporter | AID 488977 | 310,000 tested, 0.49% active | B-score at 10 µM | CHT-expressing cells, membrane potential dye, choline EC20; active compounds read high; LV-AA mutant CHT in HEK293 cells;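 active = initial fluorescence not abnormally high and integrated response B-score, plate-corrected, over 3 SD above library mean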
Target sequence (Q9GZV3 whole entry, looked up): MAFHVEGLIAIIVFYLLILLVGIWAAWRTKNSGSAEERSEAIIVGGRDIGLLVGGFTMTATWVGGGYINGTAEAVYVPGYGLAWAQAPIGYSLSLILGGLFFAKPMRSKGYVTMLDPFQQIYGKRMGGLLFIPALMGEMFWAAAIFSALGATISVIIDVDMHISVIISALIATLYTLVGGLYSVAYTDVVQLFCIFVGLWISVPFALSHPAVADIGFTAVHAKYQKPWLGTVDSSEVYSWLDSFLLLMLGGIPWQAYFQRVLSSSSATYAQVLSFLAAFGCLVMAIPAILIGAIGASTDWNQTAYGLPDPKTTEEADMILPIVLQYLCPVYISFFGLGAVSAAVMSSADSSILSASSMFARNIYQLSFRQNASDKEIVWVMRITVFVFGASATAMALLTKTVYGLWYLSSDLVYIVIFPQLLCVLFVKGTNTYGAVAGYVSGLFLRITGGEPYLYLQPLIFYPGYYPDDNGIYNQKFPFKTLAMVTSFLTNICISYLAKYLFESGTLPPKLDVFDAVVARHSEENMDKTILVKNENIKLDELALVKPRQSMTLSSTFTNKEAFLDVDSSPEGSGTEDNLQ
OX1R antag: blocks the human orexin 1 receptor; O43613; CHO/OX1R cells, Fluo-8 calcium fluorescence, orexin A; inhibition, % at 5 µM; 330,000 tested, 0.43% active;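 active = inhibition above its plate's threshold, mean inhibition of all tested compounds on the plate plus 3 SD, cut at about 37% in these data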;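 also: 0% = orexin A challenge wells and 100% = SB-334867-A antagonist wells; not every result past the cut was called active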
Target sequence (O43613 whole entry, looked up): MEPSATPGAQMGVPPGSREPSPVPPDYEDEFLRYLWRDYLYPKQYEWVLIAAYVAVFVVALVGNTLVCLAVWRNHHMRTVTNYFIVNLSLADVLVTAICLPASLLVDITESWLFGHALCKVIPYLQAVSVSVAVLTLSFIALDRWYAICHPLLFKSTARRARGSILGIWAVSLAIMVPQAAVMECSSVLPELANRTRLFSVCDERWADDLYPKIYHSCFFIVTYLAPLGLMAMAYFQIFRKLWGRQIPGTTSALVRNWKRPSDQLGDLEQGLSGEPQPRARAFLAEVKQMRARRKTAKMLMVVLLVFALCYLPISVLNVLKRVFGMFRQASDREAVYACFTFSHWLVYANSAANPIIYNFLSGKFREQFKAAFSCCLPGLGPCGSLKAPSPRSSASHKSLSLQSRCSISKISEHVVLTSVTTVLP
Starred values were filed as active, the others as inactive; i = inactive; . = no result given.

Compound | CHT PAM | OX1R antag
O=C(O)CC/C(=N/NC(=O)CNC(=O)C(c1ccccc1)c1ccccc1)c1ccccc1 | i | -12.9
COc1ccc2[nH]c(O)c(N=NC(=N)N)c2c1 | i | 1.4
O=C(COc1ccccc1Cl)NCCCNC(=O)c1ccncc1 | i | -9.4
CCc1ccc[n+](-c2[nH]c(=O)sc2/C=N/N=C(\N)[O-])c1 | i | -8.1
COc1cccc(NC(=O)CCC(=O)Nc2cccc(OC)c2)c1 | i | -7.9
CCOc1ccc(C(=O)NCC(=O)OCC(=O)Nc2ccc(C)c(S(=O)(=O)N(C)C)c2)cc1 | i | -19.4
COCCn1c(SCC(=O)Nc2ncc(Cl)c(C)c2Cl)nc2ccccc21 | i | -22.7
S=c1[nH]nc2n1CCCN2 | i | -21.9
COCCNC(=O)C1Nc2ccc(C(F)(F)F)cc2C2C=CCC12 (centres undefined) | i | 12.1
CC1CC2(CCCCC2)Nc2c1ccc1ccccc21 (centres undefined) | i | -17.1
COc1ccc(CONc2ncnc3nonc23)cc1[N+](=O)[O-] | i | -9.8
O=C(CN1CCN(c2ccccc2O)CC1)Nc1cc(S(=O)(=O)N2CCCC2)ccc1Cl | . | -15.2
NC(=O)COC(=O)c1cc(=O)[nH]c2ccc(S(=O)(=O)Nc3ccc(F)cc3)cc12 | i | -14.6
O=C(c1cc(-c2ccccc2O)on1)N1CCOCC1 | i | 2.4
CC(C)(C)c1cc(OC(=O)C2CCCC2)ccc1O | i | 10.4
CNC(=O)N(O)C1N(c2ccccc2)C(=S)SC1(C)C (centres undefined) | i | -5.4
O=C(CN1C(=O)S/C(=C\C=C\c2ccccc2)C1=O)N1CCOCC1 | i | -10.7
CCCCc1c(C)nc2ccc(OC)cc2c1SCCC(=O)O | i | -27.7
COc1ccc(OC)c(C2=NS(=O)(=O)N(C)C(C(=O)NCc3cccs3)=C2)c1 | i | -9.8
COC(=O)COc1ccc2cc(-c3ccccc3)c(=O)oc2c1 | i | -15.5

2 records drawn at random from those above, as already listed:
Compound | CHT PAM | OX1R antag
O=C(COc1ccccc1Cl)NCCCNC(=O)c1ccncc1 | i | -9.4
CC(C)(C)c1cc(OC(=O)C2CCCC2)ccc1O | i | 10.4

(more compounds)
Compound | CHT PAM | OX1R antag
O=C(Cn1nnc(-c2ccccc2Cl)n1)N/N=C/c1ccc(-c2cccc(Cl)c2)o1 | i | 0.2
COc1ccc(NC(=O)c2cc(S(=O)(=O)N3CCCCC3)c[nH]2)cc1Cl | i | -12.1
CCN1CCN(c2ncc3c(n2)CC(c2cc(OC)c(OC)c(OC)c2)CC3=O)CC1 (centres undefined) | i | -7.5
CC1(C)Cc2ccccc2-c2[nH]c(=S)[nH]c(=O)c21 | i | -16.8
CN1CCC(N(C)CC(=O)Nc2ccc3c(c2)OC(F)(F)O3)CC1 | i | -1.4
CN(C)c1ccc(-c2nnc(-c3cccnc3)o2)cc1 | i | .
CCN(C(=O)COC(=O)CCC(=O)c1cccs1)C1CCCCC1 | . | -13.9
COc1ccc(Cl)cc1-c1nc(SCC(=O)NC(C)C(C)C)n[nH]1 (centres undefined) | i | -13.1
O=C(NNC(=O)C1CC(c2cccs2)=NO1)Nc1ccccc1 (centres undefined) | i | 3.6
Cc1c(N(C)C(=O)c2ccccc2F)c(=O)n(-c2ccccc2)n1C | i | -23.9
COc1ccc(C2=NS(=O)(=O)N(C)C(C(=O)NC3CCCC3)=C2)cc1OC | i | -12.3
CCn1c(SCC(=O)NC2=NCCS2)nnc1C(C)NC(=O)c1ccc(Cl)cc1 (centres undefined) | i | -5.8
CCOC(=O)c1sc(Nc2nc3c(OC)cccc3s2)nc1C | i | 11.1
COc1ccc(/C=C(\C#N)C(=O)Nc2cc(S(=O)(=O)N3CCOCC3)ccc2N2CCCC2)cc1 | i | -19.9
O=C1CCC(=O)N1N1C(=O)C2C3c4ccccc4C(c4ccccc43)C2C1=O (centres undefined) | i | -8.3
CCC(=O)Nc1c(C)nn(C(=O)CC)c1C | i | -0.5
Cc1cc(C)n2c(Nc3ccc4c(c3)OCCO4)c(-c3ccc(C)o3)nc2n1 | 9.67* | -30.9
O=C(NC(=S)Nc1nc(-c2ccccc2)cs1)c1ccco1 | i | -9.8
Cn1c(=O)c([N+](=O)[O-])c(N2CCN(Cc3ccc4c(c3)OCO4)CC2)c2ccccc21 | i | -25.6
Cc1oc2cc(O)ccc2c(=O)c1Oc1ccc2ccccc2c1 | i | -8.0
O=C(NCCCn1ccnc1)C(=O)NCC1OCCCN1S(=O)(=O)c1ccc(F)cc1 (centres undefined) | i | 0.6
CCOc1ccc(C(=O)NCc2ccccc2)cc1Br | i | -14.5
COc1ccc(N(CC(=O)NCCc2ccc(C)cc2)S(=O)(=O)c2c(C)noc2C)cc1 | i | 27.1
Cc1ccc(Cn2cnc3ccccc32)cc1C | i | -3.4
COc1cc2nc(CC(C)C)n(NC(=O)c3ccccc3)c(=O)c2cc1OC | i | -15.2
Cc1cc(Cl)ccc1C(=O)C1CCCN(C(=O)c2ccsc2)C1 (centres undefined) | i | -26.7
COc1ccc(CCNC(=O)CSc2nnc3ccc(-c4ccncc4)nn23)cc1 | i | -1.0
O=C(NCc1cccs1)c1cnc2ccccn2c1=O | i | 2.3
Cc1cc(C)nc(SC2=CS(=O)(=O)c3ccccc32)n1 | i | -30.9
CCc1ccccc1Nc1nc(N)nc(COC(=O)c2c(C)noc2C)n1 | . | -5.5
CC(C)[C@@H](C(=O)N[C@@H](Cc1ccccc1)C(=O)O)N1C(=O)N2CCc3c([nH]c4ccccc34)[C@@]2(C)C1=O | i | -7.9
CC(C)(C)c1csc(SCC(=O)Nc2ccc(Cl)cn2)n1 | i | -34.8
Cc1ccc(C(=O)NCc2ccc3c(c2)OCO3)cc1C | i | -6.0
O=C(c1ccc(Cl)cc1Cl)N1CCN(c2ccc(N3CCOCC3)nn2)CC1 | i | -22.5
CCCCCCNc1c([N+](=O)[O-])cc(C)cc1[N+](=O)[O-] | i | -12.0
CC(Sc1ccc2c(c1)OCCO2)C(=O)Nc1ccc2c(c1)OCO2 (centres undefined) | i | -5.6
Cc1ccc(S(=O)(=O)N2CCN(C(=O)CCc3c[nH]c4ccccc34)CC2)cc1 | . | -8.3
CCC1C(=O)N=C(SCC(=O)Nc2cccc3ccccc23)NC1=O (centres undefined) | i | -7.1
CCCCC(=O)Nc1ccccc1C(=O)OCC(=O)c1ccc2c(c1)OCCO2 | i | -27.1
CC(C)[C@H](NC(=O)c1ccco1)C(=O)OCC(=O)NC12CC3CC(CC(C3)C1)C2 | i | -37.9
Cc1n[nH]c(=S)n1/N=C/c1cccc(OCc2ccccc2)c1 | i | -22.1
CC(C)CCNC(=O)CN(Cc1ccco1)C(=O)CCC(=O)Nc1nccs1 | i | -26.6
CCN1CCN(c2nc(N)c([N+](=O)[O-])c(Nc3ccc(C)cc3)n2)CC1 | i | -19.4
N#Cc1ccc(C(=O)Nc2cc(-c3ccccc3)nn2-c2ccccc2)cc1 | i | -30.2
Cc1cc(C(=O)NC2CCCC2)on1 | i | -5.7
COc1ccc(-c2cc(C(=O)NC(C)C)no2)cc1 | i | -2.3
CNC(=O)c1oc(-c2ccc(Cl)cc2)nc1C | i | -11.4
CN(c1ccccc1)S(=O)(=O)c1cccc(C(=O)NC2CCCCC2)c1 | . | -28.5
O=C1CC(c2ccccc2)CC(O)=C1C=NCCN1CCN(Cc2ccccc2)CC1 (centres undefined) | i | -20.6
CC(=O)N1CCc2cc(S(=O)(=O)CCC(=O)Nc3ccc4c(c3)OCCO4)ccc21 | i | -14.0
Cc1ccc(NC(=O)c2cccc(C(=O)OC(C)C)n2)c(Br)c1 | i | -36.1
Cc1ccc(-c2csc(NC(=S)NC(=O)/C=C/c3ccco3)n2)cc1 | i | -6.6
COc1ccc(-n2cc(-c3ccccc3)[nH]c2=S)c(OC)c1 | i | 5.4
O=C(Nc1cccnc1N1CCOCC1)c1cccs1 | i | -18.5
C#CCSc1nc2[nH]ncc2c(=O)[nH]1 | i | -17.1
COc1ccccc1N1CCN(C(=O)C2CC=CCC2C(=O)O)CC1 (centres undefined) | i | -6.8
Cc1ccc(CC(=O)Nc2ccccc2-c2ccccc2)cc1C | i | -32.1
CC(C)(C)NC(=O)C(Cc1ccccc1)NS(=O)(=O)c1ccc2c(c1)CCC(=O)N2 (centres undefined) | i | -3.3
Cc1ccc(S(=O)(=O)Cc2ccc(C(=O)N3CCCC3)o2)cc1 | i | -20.1
Cc1cc(=O)[nH]c2c1cnn2Cc1ccccc1 | i | -4.5

New compounds follow:
| molecule | CHT PAM | OX1R antag |
| --- | --- | --- |
| COc1ccc(-c2csc(Nc3ncccn3)n2)cc1C | i | 4.3 |
| CCc1ccc(N(C(=O)c2snc(C(N)=O)c2N)C(C(=O)NCCC(C)C)c2c[nH]c3ccccc23)cc1 (centres undefined) | i | -12.7 |
| Oc1c(Cl)cc(CN2CCOCC2)c2cccnc12 | . | 2.0 |
| COC(=O)c1nn(-c2ccc(OC)cc2)c(=O)cc1Oc1ccccc1 | i | -15.2 |
| CCOc1cc(C2NC(=O)NC(C)=C2C(=O)OCc2ccccc2)ccc1O (centres undefined) | i | -11.6 |
| CCOc1ccc(N(CC(=O)Nc2ccc(F)c(F)c2)S(=O)(=O)c2c(C)noc2C)cc1 | i | -32.0 |
| O=C(c1cccc(-n2cccc2)c1)N1CCN(S(=O)(=O)c2c(F)cccc2F)CC1 | i | -23.7 |
| CCOc1ccccc1NC(=O)C1COc2ccccc2O1 (centres undefined) | i | . |
| COc1ccc(C(=O)NC(C)Cc2cnccn2)cc1OC1CCN(C(C)C)CC1 (centres undefined) | i | -20.1 |
| O=C(Nc1nncs1)C(Sc1ccccc1)c1ccccc1 (centres undefined) | i | -15.3 |
| N#Cc1cccc(NC(=O)CN2C(=O)NC3(CCCCCC3)C2=O)c1 | . | -8.7 |
| O=C(NC(=S)Nc1ccc(O)cc1)C1CCCC1 | . | -1.2 |
| Cc1ccc2[nH]c3c(c2c1)CN(C(=O)CN1CC(C)OC(C)C1)CC3 (centres undefined) | i | -9.5 |
| O=C(NCC(c1ccco1)N1CCN(c2ccccc2F)CC1)C(=O)NC1CCCC1 (centres undefined) | i | -20.2 |
| CCOC(=O)C1(CCCc2ccccc2)CCN(Cc2ccn[nH]2)CC1 | i | -19.7 |
| COc1ccc(-n2cc(-c3ccccc3)c3c(NN4CCOCC4)ncnc32)cc1 | i | -16.8 |
| CCn1ncc(C2=NOC(C(=O)NCCc3ccccc3)C2)c1C (centres undefined) | i | -11.1 |
| C=CCc1ccccc1OCCSc1nc2ccc([N+](=O)[O-])cc2s1 | i | -0.7 |
| CCn1ccnc1CN(C)C(=O)C1CCC(=O)N(Cc2cccc(F)c2)C1 (centres undefined) | i | -10.8 |
| COc1ccc(NC(=O)COc2cccc(C(F)(F)F)c2)cn1 | i | -17.8 |

Taken from above for reference:
| molecule | CHT PAM | OX1R antag |
| --- | --- | --- |
| COC(=O)c1nn(-c2ccc(OC)cc2)c(=O)cc1Oc1ccccc1 | i | -15.2 |
| CCOc1cc(C2NC(=O)NC(C)=C2C(=O)OCc2ccccc2)ccc1O (centres undefined) | i | -11.6 |
| CCOc1ccc(N(CC(=O)Nc2ccc(F)c(F)c2)S(=O)(=O)c2c(C)noc2C)cc1 | i | -32.0 |
| O=C(c1cccc(-n2cccc2)c1)N1CCN(S(=O)(=O)c2c(F)cccc2F)CC1 | i | -23.7 |
| CCOc1ccccc1NC(=O)C1COc2ccccc2O1 (centres undefined) | i | . |
| COc1ccc(C(=O)NC(C)Cc2cnccn2)cc1OC1CCN(C(C)C)CC1 (centres undefined) | i | -20.1 |
| O=C(Nc1nncs1)C(Sc1ccccc1)c1ccccc1 (centres undefined) | i | -15.3 |
| N#Cc1cccc(NC(=O)CN2C(=O)NC3(CCCCCC3)C2=O)c1 | . | -8.7 |
| O=C(NC(=S)Nc1ccc(O)cc1)C1CCCC1 | . | -1.2 |
| Cc1ccc2[nH]c3c(c2c1)CN(C(=O)CN1CC(C)OC(C)C1)CC3 (centres undefined) | i | -9.5 |
| O=C(NCC(c1ccco1)N1CCN(c2ccccc2F)CC1)C(=O)NC1CCCC1 (centres undefined) | i | -20.2 |
| CCOC(=O)C1(CCCc2ccccc2)CCN(Cc2ccn[nH]2)CC1 | i | -19.7 |
| COc1ccc(-n2cc(-c3ccccc3)c3c(NN4CCOCC4)ncnc32)cc1 | i | -16.8 |
| CCn1ncc(C2=NOC(C(=O)NCCc3ccccc3)C2)c1C (centres undefined) | i | -11.1 |

The results go on.
| molecule | CHT PAM | OX1R antag |
| --- | --- | --- |
| Cc1ccc(S(=O)(=O)N(C)/N=C/c2ccc(N(C)C)cc2)cc1 | i | -12.7 |
| C=CCSc1nnc(NC(=O)C2CC(=O)N(Cc3ccc(C)cc3)C2)s1 (centres undefined) | . | -24.2 |
| Cc1ccc(OCCNC(=O)c2ccccc2SCC(=O)N2CCCC2)cc1 | i | -25.5 |
| Cc1ccc(NC(=O)CSc2nnc(Cc3ccccc3)o2)cc1 | i | -17.3 |
| CCCc1nc2oc3c(NCCN(C)C)ncnc3c2c2c1CCCC2 | i | -11.4 |
| CC(=O)Cc1nsc(NC(=O)c2ccc(Cl)cc2Cl)n1 | i | -9.9 |
| CCOC(=O)C1CCCN(C(=O)c2cc(Cl)ccc2Cl)C1 (centres undefined) | i | -20.2 |
| C=CCN1C(=O)c2ccc(C(=O)N3CCC(C(N)=O)CC3)cc2C1=O | i | 7.8 |
| COc1cccc(N2C(=O)N(c3ccccc3)C3CS(=O)(=O)CC32)c1 (centres undefined) | i | -19.6 |
| Cn1c(=O)c(C(=O)CN2CCOCC2)c(N)n(Cc2ccccc2)c1=O | i | -19.1 |
| Cc1ccc(C)c(SCc2noc(C(=O)NCC3CCCO3)c2C(=O)O)c1 (centres undefined) | i | -12.3 |
| CC(=O)c1ccc(NC(=O)COC(=O)c2ccccc2N=Nc2ccc(N(C)C)cc2)cc1 | i | -5.6 |
| CSCC[C@H](NC(=O)N1CCn2c1nc1ccccc12)C(=O)NC1CCCCC1 | i | -22.2 |
| O=C(NCc1ccccc1)Nc1cccn(Cc2ccccc2Cl)c1=O | i | -13.2 |
| Cc1ccc(NC(=O)CSc2nnc(CNC(=O)c3ccco3)o2)cc1 | i | -5.0 |
